NR2E3 ag-1: inhibitors of NR2E3-RetCOR corepressor binding, primary screen, NR2E3 agonist project, biochemical, TR-FRET, GST-NR2E3, biotin-RetCOR; 1536-well; Photoreceptor-specific nuclear receptor (Homo sapiens), Q9Y5X4; AID 2300, 2010; inhibition of corepressor binding, % at 4.78 µM; actives 0.12% (n = 320,000);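 active = percent inhibition above the cutoff of mean plus 3 SD of all tested compounds, set per screening campaign, cut at about 20% in these data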;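 note: 0% = DMSO wells and 100% = biotin wells as full block of FRET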
Target sequence (Q9Y5X4 whole entry, looked up): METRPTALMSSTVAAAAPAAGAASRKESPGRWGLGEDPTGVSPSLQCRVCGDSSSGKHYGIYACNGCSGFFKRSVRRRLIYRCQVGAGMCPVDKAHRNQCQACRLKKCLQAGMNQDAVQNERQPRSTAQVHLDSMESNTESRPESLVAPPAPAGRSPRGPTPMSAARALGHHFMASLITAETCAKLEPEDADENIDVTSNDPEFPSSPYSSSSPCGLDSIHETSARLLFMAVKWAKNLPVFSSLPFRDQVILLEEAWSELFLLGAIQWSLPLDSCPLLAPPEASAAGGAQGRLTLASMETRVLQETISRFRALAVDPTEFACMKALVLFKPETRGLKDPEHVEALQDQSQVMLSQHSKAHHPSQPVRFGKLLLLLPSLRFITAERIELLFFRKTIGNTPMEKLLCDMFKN
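System: GST-tagged NR2E3 plus biotinylated RetCOR corepressor; Amount: 1.35 nM GST-tagged NR2E3 final; Dosing: single nominal compound dose of 4.8 µM; Schedule: 5 h incubation at 4 °C; Technique: TR-FRET with europium anti-GST and streptavidin-D2, 340 nm excitation; Controls: biotin wells as high control, 0.6% DMSO wells as low control.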
NR2E3 ag-2: NR2E3 agonists in two-hybrid cells, primary screen, cell-based, luminescence, CHO-S, Gal4-NCOR/VP16-NR2E3; Photoreceptor-specific nuclear receptor (Homo sapiens), Q9Y5X4; luciferase; inhibition of corepressor binding, % at 3.98 µM; actives 0.35% (n = 360,000); AID 602229, 2012;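 active = inhibition above the mean of all tested compounds plus 3 SD, cut at about 70% in these data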;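 note: 0% = DMSO with NR2E3 transfected cells and 100% = cells lacking NR2E3 construct; higher means lower luciferase signal from less NR2E3 corepressor binding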
TRAIL sens C8: viability loss with TRAIL in NB7+C8 cells, primary screen, TRAIL sensitizer project, cell-based, ATPlite luminescence; inhibition (viability loss, TRAIL sensitization), % at 10 µM; actives 1% (n = 360,000); AID 624354, 2012;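 active = compounds causing at least 50% loss of cell viability in the single-dose screen, relative to plate controls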
Shn3 3UTR inh: reduction of Shn3 3'UTR firefly luciferase signal, primary screen, Schnurri-3 inhibitor project, cell-based, Clone20 osteoblasts, set 2. AID 588674, 2011. actives 0.52% (n = 360,000). inhibition, % at 12.5 µM. Clone20 osteoblast Shn3 3'UTR firefly luciferase, 24 h;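 active = mean inhibition of at least 75% with every replicate also reaching 75%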;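 note: 0% = median of neutral control wells and 100% = pilot-screen positive control compound; some compounds past the cut are filed as inactive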
TRPM1 prom inh: inhibitors of MITF-dependent TRPM1 promoter reporter, primary screen, cell-based, SK-MEL-5, single point, luciferase; SK-MEL-5 TRPM1 promoter luciferase, 24 h; inhibition, % at 12.5 µM; actives 0.83% (n = 330,000);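 active = mean inhibition across replicates of 60% or more, whatever share of single replicates reaches that level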; note: values of inactives mirror those of a sister screen read the other way
KKLEB cytotox: cytotoxicity in KKLEB CF airway cells, primary screen, cytotoxicity control for CF NF-kB inhibitor project, cell-based, uHTS, fluorescence assay plates; KKLEB CF airway cells viability, ATPlite luminescence, overnight; hits give low values; cells stimulated with P. aeruginosa culture filtrate; activity change (cytotoxicity), % at 5 µM; actives 0.36% (n = 360,000);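 active = corrected activity change at or below -50% at 5 µM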
CF NFkB block: inhibitors of PAF-induced NF-kB signaling, primary screen, cell-based, GFP fluorescence, uHTS | KKLEB NF-kB-GFP reporter, GFP fluorescence overnight | inhibition, % at 5 µM | actives 0.86% (n = 360,000);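 active = at least 50% inhibition at 5 µM, scaled per plate between neutral and stimulator controls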;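 note: PAF is a Pseudomonas aeruginosa culture filtrate used as stimulus; plate controls were PAF-stimulated DMSO wells for no effect and unstimulated DMSO wells for full effect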
TROY signal inh: inhibitors of TROY-driven NF-kB signaling, primary screen, Q293 LMP1-TROYcd cells, NF-kB luciferase, uHTS; Q293 LMP1-TROYcd NF-kB luciferase reporter, 4 h; inhibition, % at 10 µM; actives 0.98% (n = 360,000); AID 1347056, 2019;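 active = compounds whose plate-normalised and pattern-corrected inhibition of the luciferase reporter signal at the single screening dose is 50% or more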
HIF-2a inh: HIF-2a reporter inhibitors, primary screen, luminescence, 786-0 RCC cells. inhibition, % at 18.8 µM. actives 0.72% (n = 360,000). 786-0 RCC cells HIF-2a reporter, luciferase luminescence, overnight;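 active = inhibition of the luminescence signal of 40% or more relative to plate controls, in a single-dose primary screen at 18.75 µM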
Peg3 prom inh: Peg3 promoter-driven luciferase inhibitors, primary screen, cell-based, HeLa, luciferase luminescence; HeLa PEG-Prom luciferase reporter, overnight; inhibition, % at 20 µM; actives 1.7% (n = 360,000); AID 588405, 2011;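 active = inhibition of at least 50% at 20 µM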
TWEAK Fn14 block: inhibitors of TWEAK-Fn14 signaling, primary screen, luciferase reporter cells, uHTS | inhibition, % at 10 µM | TWEAK-stimulated Fn14 reporter cells, luciferase luminescence, 8 h | actives 2% (n = 360,000); in the data active = inhibition above about 50%
* = called active by the depositor; / = not tested or not shown. A portion of the library. The share of hits here may be higher or lower than overall.

The opening two records, ahead of the listing:
SMILES	NR2E3 ag-1	NR2E3 ag-2	TRAIL sens C8	Shn3 3UTR inh	TRPM1 prom inh	KKLEB cytotox	CF NFkB block	TROY signal inh	HIF-2a inh	Peg3 prom inh	TWEAK Fn14 block
CSc1nc2ccc(S(=O)(=O)N3CCCCC3)cc2s1	0	-1	-4	14	5	-3	1	2	3	12	20
O=C(O)c1nccnc1C(=O)Nc1ccc(Cl)cn1	-4	-24	-5	4	-1	-5	6	3	11	8	7

The whole of this part, previewed entries included:
SMILES	NR2E3 ag-1	NR2E3 ag-2	TRAIL sens C8	Shn3 3UTR inh	TRPM1 prom inh	KKLEB cytotox	CF NFkB block	TROY signal inh	HIF-2a inh	Peg3 prom inh	TWEAK Fn14 block
CSc1nc2ccc(S(=O)(=O)N3CCCCC3)cc2s1	0	-1	-4	14	5	-3	1	2	3	12	20
O=C(O)c1nccnc1C(=O)Nc1ccc(Cl)cn1	-4	-24	-5	4	-1	-5	6	3	11	8	7
O=C(COC(=O)/C=C/c1ccc(Br)o1)NC1CCCCC1	3	-22	-6	14	-1	10	8	-1	-3	-2	4
O=C(COC(=O)CSc1ccc(Br)cc1)NCc1ccco1	2	-11	-25	-7	2	-7	8	-22	19	7	-5
CC1CCCCN1C(=O)c1cc(Cl)ccc1[N+](=O)[O-] (stereo not given)	-2	-24	-5	1	8	-16	7	3	15	15	-12
CCC(CC)C(=O)N(c1ccc(F)cc1)C1C=CS(=O)(=O)C1 (stereo not given)	2	5	-19	-23	3	1	-10	-9	13	2	8
O=C(CO/N=C/c1ccc(OC(F)F)cc1)NC1CCCCCC1	-1	11	-2	-44	10	-6	16	-8	20	21	11
Cn1c(NNC(=O)/C=C/c2ccc3c(c2)OCO3)cc(=O)n(C)c1=O	1	-8	-9	0	5	20	-9	-4	8	25	8
CC(C)CC(NC(=O)/C(=C/c1ccco1)NC(=O)c1ccc(Br)o1)C(=O)O (stereo not given)	0	3	25	11	-3	-4	10	-3	20	-12	-6
Cc1nn2c(NCCN(C)C)c3c(nc2c1-c1ccccc1)CCC3	-5	15	8	16	-5	-13	11	-24	-22	2	14
Cn1c(=O)c2ncn(CC(=O)NCCOc3ccccc3)c2n(C)c1=O	1	-8	-9	-9	9	2	5	6	-13	-15	-9
COC(=O)c1ccc(NC(=O)CSc2nnc(-c3ccncc3)n2N)cc1	1	10	10	2	-1	0	0	-3	12	11	0
Cc1ccc(CSc2nnc3c(n2)OC2(Nc4ccccc4-3)C(=O)Nc3ccc(F)cc32)cc1 (stereo not given)	2	-22	-4	3	12	8	-16	2	-5	6	-2
Cc1ccc(NC(=O)CSc2cn[nH]n2)cc1	7	-21	-17	7	-8	0	11	-11	-14	-10	5
Cc1cccc(N/C(=N/S(=O)(=O)c2ccccc2)c2ccccc2)n1	2	-32	4	-7	-10	5	4	-25	-10	6	-6
Cc1ccccc1NC(=S)NC(=O)/C=C/c1ccco1	-1	1	-4	11	-2	-7	-11	0	-12	2	15
CCOC(=O)CNC(=O)c1cn(C)c(=O)c2cc(OC)c(OC)cc12	1	-9	-14	10	5	5	-5	13	13	-1	7
COc1ccc2c(c1)OC(O)(C(F)(F)C(F)F)CC2=O (stereo not given)	3	17	2	-5	-9	-3	-3	-8	-1	-1	24
CN(c1ccccc1)S(=O)(=O)c1ccc(Cl)c(C(=O)Nc2ccncc2)c1	-2	76*	-3	73	-4	-35	46	16	21	18	41
COc1ccc(C(=O)OCC(=O)Nc2cc(C)on2)cc1F	/	20	-10	-5	/	-3	12	-15	9	-4	-7
COc1ccc(-c2noc(C3CCCN(C(=O)c4ccc(F)cc4)C3)n2)cc1 (stereo not given)	0	0	8	-7	-9	9	-13	-19	-54	-32	-18
CCN(C(=O)CN1CCCCC1C)c1c(N)n(Cc2ccccc2)c(=O)[nH]c1=O (stereo not given)	2	4	-6	-20	1	2	4	12	11	17	0
CCCC(C(=O)Nc1cc(S(=O)(=O)N2CCOCC2)ccc1OC)c1ccccc1 (stereo not given)	4	-35	-4	-6	15	10	-12	-15	11	12	-17
CCCCCC(=O)N1C[C@H](n2cc(COC(=O)c3ccccc3)nn2)[C@@H](O)C[C@@H]1c1ccc(OC)cc1	/	21	21	28	/	4	-16	-8	10	13	-14
CCCCCCN1CCN(C2CN(Cc3ccccc3)S(=O)(=O)C2)CC1 (stereo not given)	/	23	-5	-36	/	-23	-3	-3	4	13	-9
COc1ccccc1N1CCN(C2CCCN(C(=O)c3ccsc3)C2)CC1 (stereo not given)	-4	-10	-4	25	7	-2	-6	-4	3	4	1
O=C(NCC(=O)N(c1ccc2c(c1)OCCO2)C(C(=O)NC1CCCC1)c1ccco1)c1ccco1 (stereo not given)	-3	14	-1	-14	7	-4	0	-22	-35	23	-5
CCn1c(C)nc2cc(C(=O)N/N=C/c3ccc(O)c(O)c3O)ccc21	/	-6	39	3	-4	6	2	-6	4	3	6
CC(=O)Nc1cc2nc(C)n(Cc3ccccc3[N+](=O)[O-])c2nc1C	2	-19	-21	5	9	-12	-18	4	8	5	1
CC/C(=C(/c1ccccc1)c1ccc(OCC[N+](C)(C)C)cc1)c1ccccc1	/	-1	22	-10	7	3	12	21	9	26	12
COC(=O)c1ccc(COc2ccc(F)cc2)o1	-3	-18	10	-33	-12	14	3	-10	2	-25	-10
O=C(COC(=O)/C=C/c1cccc(Br)c1)Nc1cccc(S(=O)(=O)NC2=NCCC2)c1	0	2	4	7	3	12	-12	1	2	17	0
CC(C)CNC(=O)COc1ncnc2sccc12	2	-28	0	-10	7	4	-6	-24	11	17	1
COCOCCn1cc(CN2CCS(=O)(=O)N(Cc3ccc(-c4ccc(Cl)nc4)cc3)C(C)C2=O)nn1 (stereo not given)	/	-13	-1	12	/	6	0	1	-3	-4	-3
CC(=O)Nc1ccc(S(=O)(=O)Nc2ccc(C(=O)NCC(=O)O)cc2)cc1	-3	-25	2	-5	-3	-4	-7	-10	8	0	-13
CC(C)c1cccc(C(C)C)c1NC(=O)c1ccc(-c2cc(Cl)ccc2Cl)o1	/	-18	1	10	/	4	9	0	9	-10	-10
CCCCNC(=O)C1(C)CCN1C(=O)c1sccc1C (stereo not given)	/	-18	-6	-7	/	10	9	5	9	-6	14
O=C(COC(=O)c1cc(=O)[nH]c2ccccc12)NC(=O)c1ccccc1	2	7	4	7	-5	13	-21	22	16	3	-17
CCOc1ccccc1NC(=O)CCCc1nc2ccccc2c(=O)[nH]1	4	19	5	1	-8	-15	24	-5	12	25	-10
CCN1CCN(C(=O)Cn2ncc3c([nH]c4ccccc43)c2=O)CC1	-2	5	0	-13	17	2	8	-7	4	0	11
CCOC(=O)C1CCN(C(=O)CN(c2ccc(OC)cc2)S(=O)(=O)c2c(C)nn(C)c2C)CC1	3	-17	-2	1	-5	-7	22	11	12	24	11
CCc1ccc(/C=N/NC(=O)c2ccccn2)cc1	-2	-101	82*	/	0	-22	-8	42	-17	10	86*
COc1ccc(Cc2nnc(NC(=O)c3cccs3)s2)cc1OC	2	-15	-11	7	12	14	7	2	11	5	-8
COc1ccccc1NS(=O)(=O)c1cc(C(=O)NCc2ccco2)ccc1C	0	4	-3	-2	13	7	1	-4	8	11	16
O=C(NCCCN1CCOCC1)c1cc(-c2ccc3c(c2)OCO3)nc2ccccc12	3	-5	14	-9	/	-11	-50	3	4	12	-12
COc1ccc(OC)c(CCNC(=O)c2cccc(NC(=O)C3=C(C)OCCS3)c2)c1	-3	-19	7	20	1	-11	22	-4	-1	22	-5
CCC(=O)Nc1nnc(Cc2ccccc2)s1	1	-9	-7	4	2	0	1	-9	6	-6	-3
CC1CCC2(CC1)NC(=O)N(CC(=O)N1CCOCC1)C2=O (stereo not given)	/	-12	8	-12	-1	-22	18	-14	4	-27	13
O=C(COC(=O)c1ccccc1F)NC1CC1	2	-14	-8	-6	-5	9	4	-20	-4	-7	4
Cc1cccc(CC(=O)NC2CCS(=O)(=O)C2)c1 (stereo not given)	0	-8	-4	9	-5	-8	0	3	9	7	3

Compound profiles (already shown). Order of values: NR2E3 ag-1	NR2E3 ag-2	TRAIL sens C8	Shn3 3UTR inh	TRPM1 prom inh	KKLEB cytotox	CF NFkB block	TROY signal inh	HIF-2a inh	Peg3 prom inh	TWEAK Fn14 block
COc1ccccc1NS(=O)(=O)c1cc(C(=O)NCc2ccco2)ccc1C reads 0	4	-3	-2	13	7	1	-4	8	11	16
CC1CCC2(CC1)NC(=O)N(CC(=O)N1CCOCC1)C2=O (stereo not given) reads /	-12	8	-12	-1	-22	18	-14	4	-27	13

More compounds
SMILES	NR2E3 ag-1	NR2E3 ag-2	TRAIL sens C8	Shn3 3UTR inh	TRPM1 prom inh	KKLEB cytotox	CF NFkB block	TROY signal inh	HIF-2a inh	Peg3 prom inh	TWEAK Fn14 block
CS(=O)(=O)c1[nH]nc(-c2ccccc2)c1C#N	-3	9	4	-20	-24	5	-23	8	11	5	0
CC1CCc2c(sc(NC(=O)C3=COCCO3)c2C(N)=O)C1 (stereo not given)	2	-136	55*	-131	-65	-6	-32	-35	-214	-280	-10
c1ccc(COc2ccc(CN3CCN(c4ccccn4)CC3)cc2)cc1	0	-113	20	-84	-45	10	4	57*	-206	-252	15
Cc1ccc(C(=O)C(C)OC(=O)c2nc(Cl)ccc2Cl)cc1 (stereo not given)	-4	-5	-1	4	-4	-5	1	16	6	5	10
Cc1ccc(C)c(CSc2nnc(CCN)o2)c1	-2	-3	-5	-11	12	-8	17	0	-8	18	-3
COc1ccc(/C=C(/NC(=O)c2ccccc2Cl)C(=O)O)cc1	1	-15	-1	1	-8	3	10	-3	20	12	-18
CCc1ccc(N(C(=O)CNC(=O)c2ccco2)C(C(=O)NC2CCCC2)c2ccncc2)cc1 (stereo not given)	3	-8	0	5	6	6	4	-23	1	9	29
O=S(=O)(c1ccc(N2CCOCC2)nc1)N1CCOCC1	1	-3	-9	-11	11	8	9	-8	0	-18	-21
CCCn1c(SCC(=O)NC2CCC(C)CC2)n[nH]c1=O (stereo not given)	5	-29	-9	-4	-6	10	-8	-7	6	0	17
CC1Cc2ccccc2N1S(=O)(=O)c1cccc(C(=O)NCC(c2ccco2)N2CCCC2)c1 (stereo not given)	/	-8	6	12	3	-14	26	-9	9	6	28
Cc1ccc(Cl)cc1N1CCN(S(=O)(=O)c2ccc3[nH]c(=O)ccc3c2)CC1	-1	-16	-4	22	/	8	-7	16	-3	2	11
